# L929 necroptosis: L929 zVAD cell death inhibition; L929 zVAD necroptosis rescue, ATP luminescence, 24 h; with zVAD 60 µM; 220,000 compounds, 0.38% hits; viability rescue, % at 10 µM;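 active = activation, scaled between plate controls, above about 75%, limit read from the data; inactive = activation under that limit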;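 also: 0% = zVAD with DMSO and 100% = DMSO alone without zVAD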
# EBV gp42 block: EBV gp42 inhibition; inhibition, % (tested at 21.74 µM); Q1HVG2; Fluorescence polarization binding assay, mP read-out; 220,000 compounds, 0.42% hits; in the data active = inhibition above about 50%
# Target sequence (Q1HVG2 whole entry, looked up): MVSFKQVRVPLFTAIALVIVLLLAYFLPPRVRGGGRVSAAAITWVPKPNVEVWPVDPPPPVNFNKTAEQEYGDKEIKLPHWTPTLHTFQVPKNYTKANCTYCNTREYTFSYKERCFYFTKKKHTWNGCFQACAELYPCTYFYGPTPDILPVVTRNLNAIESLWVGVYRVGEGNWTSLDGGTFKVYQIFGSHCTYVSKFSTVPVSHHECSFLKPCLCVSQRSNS
# Rad51 HR inh: blocks human Rad51 in homologous recombination; Q06609; hRad51 DNA strand exchange, fluorescence dequenching; inhibition, % at 10 µM; 200,000 compounds, 0.085% hits; AID 1385;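 active = inhibition above 40% at the single screening dose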;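 also: 0% = DMSO control wells and 100% = blanks with heterologous ssDNA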
# Target sequence (Q06609 whole entry, looked up): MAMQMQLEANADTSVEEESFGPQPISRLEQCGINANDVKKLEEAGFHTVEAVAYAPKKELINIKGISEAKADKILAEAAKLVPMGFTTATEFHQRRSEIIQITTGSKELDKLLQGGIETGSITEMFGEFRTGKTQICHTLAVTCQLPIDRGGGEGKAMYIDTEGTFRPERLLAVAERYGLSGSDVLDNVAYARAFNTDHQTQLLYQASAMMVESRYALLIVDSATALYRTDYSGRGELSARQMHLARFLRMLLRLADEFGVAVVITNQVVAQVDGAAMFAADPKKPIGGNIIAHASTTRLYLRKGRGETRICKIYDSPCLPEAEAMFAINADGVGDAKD
#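 Material: human Rad51–ssDNA filaments; Probe or stimulus: labelled 47-mer dsDNA for strand exchange; Doses: single 10 µM dose; Incubation: 37 °C 15-min filament assembly, 30-min compound preincubation, 15-min exchange; Technique: FRET fluorescence dequenching, excitation 485 nm, emission 520 nm; Measure: Fluorescence-based percent inhibition, control- and blank-normalised; Benchmarks: plate control and blank wells.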
# TNF death inh: TNF-alpha cell death inhibition in Jurkat FADD-/- cells | Jurkat FADD-/- TNF necroptosis rescue, ATP luminescence, 24 h; 0 = TNF only, 100 = no-TNF cells | activation (protection from cell death), % at 10 µM | 220,000 compounds, 0.068% hits | AID 463075;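 active = activation, meaning protection from cell death, of at least 50% relative to plate controls; inactive = activation below 50%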;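 also: necroptosis triggered by 40 ng/mL TNF-alpha added together with compound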
# Mdm2 ligase inh: blocks human Mdm2 ubiquitin ligase activity | Q00987 | cell-based MDM2 ubiquitination luciferase reporter, 2 h; 0 = plate control, 100 = twice control, blank-subtracted | signal enhancement, % at 5 µM | 210,000 compounds, 0.11% hits;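 active = signal enhancement of 30% or more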;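 also: luminescence tracks abundance of the self-degrading MDM2-luciferase fusion protein; higher signal means inhibition of MDM2 E3 ligase activity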
# Target sequence (Q00987 whole entry, looked up, the tested form may be a part): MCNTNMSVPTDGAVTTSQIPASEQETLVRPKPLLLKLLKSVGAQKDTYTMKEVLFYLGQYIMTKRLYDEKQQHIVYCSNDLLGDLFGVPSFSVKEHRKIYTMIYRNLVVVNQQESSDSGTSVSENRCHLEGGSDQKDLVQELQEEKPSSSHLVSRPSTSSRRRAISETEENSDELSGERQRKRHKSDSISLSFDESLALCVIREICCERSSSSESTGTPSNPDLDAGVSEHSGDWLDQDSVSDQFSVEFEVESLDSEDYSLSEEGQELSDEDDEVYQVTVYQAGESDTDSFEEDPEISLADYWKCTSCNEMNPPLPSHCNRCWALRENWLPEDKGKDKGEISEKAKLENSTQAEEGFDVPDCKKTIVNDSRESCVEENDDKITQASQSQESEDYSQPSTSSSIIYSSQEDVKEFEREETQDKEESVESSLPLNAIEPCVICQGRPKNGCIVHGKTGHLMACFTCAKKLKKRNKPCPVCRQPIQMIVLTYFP
#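 Assay system: mammalian cells stably expressing self-ubiquitinating, self-degrading MDM2 E3–luciferase fusion. Quantity: 2000 cells in each well. Medium: DMEM culture medium. Compound dosing: single-point 5 µM. Timing: cell settling 4 h, compound treatment 2 h, both 37 °C. Technique: luciferase luminescence. Read-out basis: percent signal gain over controls, blank-subtracted. Benchmarks: plate controls and plate blanks.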
# PERK inh: blocks human PERK kinase. CHO PERK-DD fusion, SEAP luminescence translation reporter. 220,000 compounds, 0.17% hits. inhibition, % at 5.6 µM. Q9NZJ5;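 active = inhibition above the mean inhibition of all tested compounds plus 3 SD, set separately per screening campaign, cut at about 2.9% in these data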;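 also: PERK kinase domain activated by AP20187 dimerizer at 100 nM; 0% = DMSO with dimerizer and 100% = rapamycin at 8.4 µM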
# KCC2 mod: KCC2 (human) Cl- transport modulation | Q9H2X9 | KCC2 cells, thallium flux FluoZin-2 fluorescence | B-score of Tl+ flux slope (higher = more flux/activation; lower = inhibition) at 10 µM | 190,000 compounds, 2.2% hits;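 active = thallium flux slope and its plate-corrected score both differing from the plate sample mean at a set confidence after two filtering rounds, in either direction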;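 also: slope of fluorescence scaled to starting intensity during 10 to 20 s after thallium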
# eIF4E 4G PPI: blocks eIF4E binding to eIF4G | TR-FRET eIF4E-eIF4GI(517-606) binding, 2 h | inhibition, % at 21.7 µM | 220,000 compounds, 0.37% hits | AID 782;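 active = inhibition above about 30%, limit read from the data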;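 also: 0% = full FRET control wells and 100% = background wells lacking eIF4GI fragment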
# Calpain2 inh: blocks pig calpain II enzyme activity. purified calpain II, fluorogenic peptide substrate, 30 min. inhibition, % at 16 µM. 220,000 compounds, 0.37% hits. AID 1236;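 active = inhibition above about 50%, limit read from the data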
# Starred values were filed as active, the others as inactive; nt = not tested or not shown; & = joins results of further samples; [ ] = remark or other dose.
SMILES,L929 necroptosis,EBV gp42 block,Rad51 HR inh,TNF death inh,Mdm2 ligase inh,PERK inh,KCC2 mod,eIF4E 4G PPI,Calpain2 inh
COc1ccc(S(=O)(=O)Cc2ccc(C(=O)NCc3ccco3)o2)cc1,2.9,-12,0,-3.2,-6,0.0,-0.041,0,-10
CCn1c(SCC(=O)Nc2cc(C)on2)nnc1-c1cccs1,1.1,8,-2,0.2,-5,-0.1,nt,2[fluorescence artefact?],-13
Cc1cc(=O)oc2cc(OS(C)(=O)=O)ccc12,-0.1&1.2,-13&-14,-14&-4,0.4&-0.2,-8&-8,-0.4&0.6,1.2&0.092,3&4,-18&-53
C1CCc2nc3c(nc2C1)CCCC3,0.8,-2,10,2.7,-8,0.5,0.73,-1,-18
COC(=O)c1cc(S(=O)(=O)N2CCOCC2)c(N2CCOCC2)cc1N1CCOCC1,2.5,-14,nt,1.2,-1,1.1,1.1,4,2
Cn1c(-c2ccccc2)c(CCO)c2ccccc21,0.1,10,0,-0.4,1,0.3,-0.54,4,-62
COc1cc(O)c(C(CCN2CCCCC2)c2ccc(N(C)C)cc2)c(OC)c1 (configuration not stated),0.2,-3,-7,2.7,10,nt,1.7,1,-3
O=C(NCCCCc1ccccc1)c1ccccc1Cl,5.6,-24,-30,2.6,-11,0.4,-2.5,2,-25
O=C(COC(=O)C1=COCCO1)Nc1ccc(Oc2ccccc2)cc1,0.7,-6,0,-3.4,-8,-1.4,-0.17,1,32
COC(=O)c1sccc1NC(=O)CC1C(=O)NCCN1C(=O)Nc1ccccc1 (configuration not stated),0.2,-9,-5,0.4,-16,0.1,-0.75,-4,-9
Cc1cc(C(=O)N/N=C/c2ccc(-c3cccc(Cl)c3)o2)n[nH]1,75*,-15,-14,23,5,0.3,nt,0,-32
COCCn1c(SCc2ccc(C(=O)OC)o2)nc2cc(Cl)ccc2c1=O,-0.3,-10,-5,-4.6,-11,-1.4,-0.078,-3,-5
C=CC[C@H]1Cc2c(cccc2[N+](=O)[O-])[C@H](CC=C)N1,-0.7,6,1,0.7,-8,0.9,-0.8,-3,-3
COC(=O)c1cccc(C(=O)Oc2cccc(Br)c2)n1,-0.5,2,-7,1.6,0,0.4,0.79,-11,15
CCCCOCC(O)CCc1n[nH]c(=S)n1-c1ccccc1 (configuration not stated),9.5,-4,6,0.2,-4,0.8,-0.66,-3,-33
O=C(Nc1nncs1)c1ccc(N2C(=O)C3C4C=CC(C4)C3C2=O)cc1 (configuration not stated),0.3,-8,0,2.3,2,-0.9,nt,-12[fluorescence artefact?],-24
COc1cccc(C(=O)N/N=C(\CC(C)C)c2ccccc2)c1,0.4,-6,-24,1.1,-19,1.7,3.7,5,15
CC1CN(C(=O)CSc2nnc(-c3ccc(Cl)cc3)n2C)CC(C)O1 (configuration not stated),-0.1,-12,4,-1.2,-4,-0.3,0.36,7,-8
O=C(Nc1cccc(O)c1)c1ccc([N+](=O)[O-])cc1Cl,2.2,-1,-2,-0.9,-17,0.3,0.6,-8,-10
COC(=O)CNC(=O)CN1C(=O)N(c2ccc(Cl)cc2)C(N(O)C(=O)Nc2ccc(Cl)cc2)C1(C)C (configuration not stated),0.3,-12,0,0.3,0,0.8,-0.31,-10,-36
CCc1ccccc1NC(=O)N[C@H](C(=O)O)C(C)C,2.4,17,4,-0.2,nt,0.5,-0.086,-16,4
CC1CCN(Cc2nc(-c3ccccc3)no2)CC1,0.8,-38,1,-0.2,-23,0.0,0.15,2,-4
CCCC[n+]1ccn(C2=C([O-])c3ccccc3C(=O)/C2=N\S(=O)(=O)c2ccc(Cl)cc2)c1,0.8,-4,-1,-7.7,-7,-0.2,-0.27,0,3
O=C(CSc1ncn[nH]1)c1ccc(OC(F)F)cc1,0.7,-10,7,1.5,8,0.2,-0.27,-1,-14
O=C1CSC(c2ccc([N+](=O)[O-])cc2)N1CCN1CCCCC1 (configuration not stated),-1.4,7,-11,-0.4,-10,-0.3,1.8,-6,6
Cc1cc(Br)c2[nH]c3c(c2c1)CCCC3=O,0.6,5,1,-1.0,-14,-0.7,0.7,nt,-98
Cc1cc(C)c(S(=O)(=O)N2CCOCC2)cc1NS(=O)(=O)c1cc(OCC(N)=O)c(C)cc1Cl,-0.5,6,19,0.3,-6,0.2,nt,1,-24
Cc1cccc(OCc2nnc(SCC(=O)N3c4ccccc4CC3C)n2C)c1C (configuration not stated),0.8,-6,6,-0.6,nt,-1.6,-2.8,4[fluorescence artefact?],-4
CCOC(=O)C1C2C=CC3(CN(CCc4ccccc4)C(=O)C13)O2 (configuration not stated),-0.7,-10,3,-0.9,-21,0.1,0.0043,3,-4
Cc1cc(C(=O)CN2C(=O)CN(C)C2=O)c(C)n1-c1cccc(S(=O)(=O)N2CCOCC2)c1,4.8,-10,19,0.1,-24,0.8,-0.003,-5,-42
C=C(C)CN1CCN(c2c(CCC#N)c(C)c(C#N)c3nc4ccccc4n23)CC1,0.6,-59,-5,1.1,-12,0.9,-0.16,-28,-280
NC(=O)c1ccc(NC(=O)COC(=O)c2c3c(nc4ccccc24)/C(=C\c2ccc4c(c2)OCO4)CCC3)cc1,45,-54,-219,0.8,-7,0.5,-0.13,-2,-146
Cc1cc(C(=O)NCCCN2CCCC2=O)cs1,-0.6,-5,-2,-2.3,-14,0.7,1,2,16
O=C(Cn1cc2c(n1)CCCC2)NCCCN1CCN(C2CCCCC2)CC1,-0.9,-1,-2,-0.3,-19,-0.7,0.022,-2,14
COc1ccc(NC(=O)CCCn2c(=S)[nH]c3ccccc3c2=O)cc1,-0.1,-16,1,1.8,-62,-0.4,nt,0,13
COc1ccc(C(c2sc3nc(C)nn3c2O)N2CC(C)OC(C)C2)cc1OC (configuration not stated),0.6,-28,0,0.7,-13,1.4,0.21,-3,-11
O=C(NCc1ccc(Cl)cc1)c1ccccc1Oc1ccccc1,-0.2,-7,4,10,-20,0.8,1,13,36
COc1ccccc1NC(=O)c1nnn(CC(=O)Nc2cccc(SC)c2)c1N,0.5,-7,0,0.0,-6,0.1,0.55,8,-26
NC(=O)CC[C@@H]1NC(=O)[C@H](CO)NC(=O)c2cc([N+](=O)[O-])cc(I)c2NCC[C@@H](C(N)=O)NC(=O)[C@H](Cc2ccc(O)cc2)NC1=O,4.3,-21,nt,1.0,nt,-0.6,0.4,8,10
CC1CCN(C(=O)CN(CCc2ccccc2)S(C)(=O)=O)CC1,1.3,-20,-3,0.1,-12,0.7,nt,-10,-17

# Part of the list above in order of length of the SMILES, high to low:
SMILES,L929 necroptosis,EBV gp42 block,Rad51 HR inh,TNF death inh,Mdm2 ligase inh,PERK inh,KCC2 mod,eIF4E 4G PPI,Calpain2 inh
C=C(C)CN1CCN(c2c(CCC#N)c(C)c(C#N)c3nc4ccccc4n23)CC1,0.6,-59,-5,1.1,-12,0.9,-0.16,-28,-280
COc1ccc(NC(=O)CCCn2c(=S)[nH]c3ccccc3c2=O)cc1,-0.1,-16,1,1.8,-62,-0.4,nt,0,13
CCOC(=O)C1C2C=CC3(CN(CCc4ccccc4)C(=O)C13)O2 (configuration not stated),-0.7,-10,3,-0.9,-21,0.1,0.0043,3,-4
CC1CCN(C(=O)CN(CCc2ccccc2)S(C)(=O)=O)CC1,1.3,-20,-3,0.1,-12,0.7,nt,-10,-17
O=C(NCc1ccc(Cl)cc1)c1ccccc1Oc1ccccc1,-0.2,-7,4,10,-20,0.8,1,13,36

# Next entries follow:
SMILES,L929 necroptosis,EBV gp42 block,Rad51 HR inh,TNF death inh,Mdm2 ligase inh,PERK inh,KCC2 mod,eIF4E 4G PPI,Calpain2 inh
C=CCSc1n[nH]c(-c2ccccc2)n1,0.2,-15,nt,0.7,-21,1.2,nt,1[fluorescence artefact?],4
COc1cccc(-n2c(SC)nnc2-c2cnccn2)c1,-0.1,-32,12,-0.6,-28,-0.8,1.1,-1[fluorescence artefact?],14
CCOCCCNC(=O)CN1C(=O)/C(=C/c2ccccc2)Sc2ccccc21,-0.2,-23,13,-0.4,3,0.1,-1.7,0,-9
CC(C)NC(=O)c1ccccc1-c1nc(-c2ccccc2Cl)no1,-0.2,-3,3,-1.9,0,-1.1,-0.98,1,-28
CCOC(=O)c1cccc(NC(=O)C2CCC(CNc3c(N4CCOCC4)c(=O)c3=O)CC2)c1 (configuration not stated),3.3,-14,-1,-2.3,-7,1.6,0.022,-2,14
Cc1nn(Cc2ccccc2)c(C)c1NC(=O)CSc1nc(-c2ccccc2)nc2c1cnn2-c1ccccc1,0.4,-10,nt,-0.1,-10,0.6,0.35,-33,15
Cc1ccc2nc(-c3ccc(O)cc3)c(Nc3ccc4c(c3)OCCO4)n2c1,1.4,19,-5,0.4,-7,0.1,-1.1,4,-81
Cc1ccc([N+](=O)[O-])cc1Nc1nc(N2CCOCC2)nc(N2CCOCC2)n1,0.6,0,11,1.2,-7,-0.3,0.023,5,33
CCOc1ccc(OCC)c(NC(=O)CN2CCN(CC)CC2)c1,-0.8,-20,12,0.7,-11,-1.2,-0.9,4[fluorescence artefact?],-7
COCc1cc(=O)n2[nH]c(-c3ccccc3)cc2n1,1.2,-18,nt,-2.2,-6,-0.7,-1.2,10,-151
COc1cc2c(C(=O)Nc3ccc4c(c3)OCO4)cn(CC(C)C)c(=O)c2cc1OC,1.0,-5,nt,-4.1,-13,-0.5,-0.5,nt,-5
CC(C)=C1SC(N2CCOCC2)=NC1=O,0.7,5,1,1.4,-11,0.1,-0.18,-4,-55
Clc1ccc(-c2nnc3n2CCCCC3)cc1,0.5,4,-4,-0.4,-3,-0.2,1.3,6,-15
COc1ccc(C2(C(F)(F)F)NC(=O)N(C)C(=O)N2C)cc1 (configuration not stated),0.2,-7,3,1.1,-24,0.0,-0.041,2,10
CC(C)CCNC(=O)C(c1cccnc1)N(CCc1ccccc1)C(=O)Cn1nnc2ccccc21 (configuration not stated),-0.5,-5,-5,-0.4,-9,0.9,nt,2,11
O=S(=O)(c1cccc(C(F)(F)F)c1)N1CCN(c2nnnn2-c2ccccc2)CC1,0.6,-20,-2,0.8,8,-0.8,-0.028,-10[fluorescence artefact?],-6
O=C(Cc1c[nH]c2ccccc12)OCCOC(=O)Cc1c[nH]c2ccccc12,0.1,-6,-3,-2.9,-21,0.1,-1.4,0,27
Cn1cccc1C(=O)NC(=O)CSc1nc2ccccc2s1,0.0,7,4,0.8,-5,1.0,-2.3,-1,16
O=C(CCc1ccccc1)Nc1nncs1,0.5,-17,-2,1.9,5,0.3,1.1,-4,13
O=C1CC(c2ccc3c(c2)OCO3)CN1 (configuration not stated),0.7,-10,-17,-0.1,-14,0.9,nt,-5,2
CCOc1ccc(-c2nc(N)ncc2-c2ccccc2OC)c(O)c1,60,-6,13,1.2,-18,0.9,-1.1,-3,-12
CCC(C)NC(=O)Cc1cn(C)c2ccccc12 (configuration not stated),-0.8,-14,-1,0.7,-1,0.4,-0.19,-1,-5
CCCCc1nnc(NC(=O)CCSc2ccccc2)s1,-1.1,-12,-3,-0.6,nt,0.3,-0.78,-5,-118
Cc1nc(-c2ccc(S(=O)(=O)NCC3CCN(C(=O)OC(C)(C)C)CC3)s2)cs1,0.1,-6,-2,-0.4,-2,0.3,-1.5,8,26
